Vif-APOBEC3G blk: qHTS for Inhibitors of Vif-A3G Interactions: qHTS; DNA dC->dU-editing enzyme APOBEC-3G (Homo sapiens), Q9HC16; HeLa A3G-eYFP + Vif (tagged APOBEC3G with the HIV-1 protein that degrades it), YFP fluorescence, overnight; Potency, µM (doses to about 46.1 µM), without a hit: at the highest dose activity, negative = active, actives largely listed as inhibitors; 410,000 tested, 0.076% active; AID 602310, 2012;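 also: potency is read from the fitted curve at half-maximal effect; % is scaled to controls: 0 for no effect and ±100 for the full control effect; nearly all actives have a fitted effect of over 60% in size; hits raise eYFP signal because A3G escapes Vif-driven loss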
Target sequence (Q9HC16 whole entry, looked up): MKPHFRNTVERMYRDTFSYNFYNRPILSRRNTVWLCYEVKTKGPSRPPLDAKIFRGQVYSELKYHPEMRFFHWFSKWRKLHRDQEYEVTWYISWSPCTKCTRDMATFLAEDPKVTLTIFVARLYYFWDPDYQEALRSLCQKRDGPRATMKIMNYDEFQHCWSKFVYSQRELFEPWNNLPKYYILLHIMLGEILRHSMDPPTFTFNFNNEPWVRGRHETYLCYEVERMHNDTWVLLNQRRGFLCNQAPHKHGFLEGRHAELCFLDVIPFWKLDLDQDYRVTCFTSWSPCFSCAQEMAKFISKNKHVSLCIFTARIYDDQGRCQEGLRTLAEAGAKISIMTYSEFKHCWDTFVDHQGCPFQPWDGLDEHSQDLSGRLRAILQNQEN
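Read-out is eYFP fluorescence (Ex 488/Em 500-530) from Vif-expressing HeLa A3G-eYFP cells; more signal means A3G escaped Vif-mediated degradation. Cells plated overnight, compound pinned in, incubated overnight at 37 deg C.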
D2 ag: HTS Assay for Allosteric Agonists of the Human D2 Dopamine Receptor: Primary Screen for Agonists; D(2) dopamine receptor (Homo sapiens), P14416; HEK293 T-REx D2 cells, calcium flux agonist mode; activation, % at 2 µM; 340,000 tested, 0.53% active; AID 485358, 2010;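 active = activation over 3 SD above normal in the single-dose calcium agonist read, cut at about 30% in these data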; also: 0% is about no effect
Target sequence (P14416 whole entry, looked up): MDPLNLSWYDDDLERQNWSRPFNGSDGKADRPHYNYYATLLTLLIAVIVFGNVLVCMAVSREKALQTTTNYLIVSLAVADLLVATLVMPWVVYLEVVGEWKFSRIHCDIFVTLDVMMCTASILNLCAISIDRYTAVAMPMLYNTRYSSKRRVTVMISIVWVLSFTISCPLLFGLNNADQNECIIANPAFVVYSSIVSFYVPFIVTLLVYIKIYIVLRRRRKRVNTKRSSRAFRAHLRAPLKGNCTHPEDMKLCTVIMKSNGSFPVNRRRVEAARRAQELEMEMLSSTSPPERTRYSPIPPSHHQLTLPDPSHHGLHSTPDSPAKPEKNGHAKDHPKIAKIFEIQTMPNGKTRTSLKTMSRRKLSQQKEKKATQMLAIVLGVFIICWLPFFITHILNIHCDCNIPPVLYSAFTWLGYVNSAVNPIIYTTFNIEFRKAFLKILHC
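Agonism scored from kinetic calcium signal (1 read/sec, 180 s) following compound pin transfer, after a 10 s baseline. Cells: HEK293 Trex line expressing inducible D2 receptor coupled to calcium, dye-loaded after overnight culture at 30 C.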
Vif-APOBEC3F blk: qHTS for Inhibitors of Vif-A3F Interactions: qHTS. HeLa A3F-eYFP + Vif (tagged APOBEC3F with the HIV-1 protein that degrades it), YFP fluorescence increase. Potency, µM (series often up to 46.1 µM), for the others: at the top dose activity, negative = active. 390,000 tested, 0.2% active; also: potency is read from the fitted curve at half-maximal effect; % of control where 0% means no effect; nearly all actives have a fitted effect of over 65% in size
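HeLa cells stably expressing A3F-eYFP plus Vif, plated and incubated overnight at 37 deg C, then exposed to compounds overnight at 37 deg C. Blocked degradation read as raised yellow fluorescence (Ex 488/Em 500-530).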
ERG-DNA inh: qHTS for Small Molecule Inhibitors of the ERG Ets/DNA interaction | Transcriptional regulator ERG (Homo sapiens), P11308 | fluorescence polarization, His-ERG Ets domain / labelled DNA | Potency, µM (doses to about 76.9 µM), without a hit: at the highest dose FP activity, negative = inhibition, actives largely listed as inhibitors | 370,000 tested, 0.028% active | AID 624246, 2012; active = well fitted inhibition curve with a large enough effect in the polarisation, with a control signal flat; inconclusive = small, poorly fitted or top-dose-only effect, or effect the other way, or a change in a side signal; inactive = no such curve, though single readings can be large or run the other way; the % refers to the polarisation;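 also: polarization taken with two DNA probes labelled with fluorescein and Texas red; potency is read from the fitted curve at half-maximal effect; % of control where 0% means no effect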
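His-tagged ERG Ets domain (1 uM in the protein solution; 300mM KCl, 50mM Tris-HCl, 1mM EDTA, 1mM DTT, pH 7.5) received compound, then a probe mix of 5 nM fluorescein-DNA and 100nM Texas-615-DNA. Fluorescence polarization was read for both dyes.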
GRP78 ERSR act: qHTS for Inducers of the Endoplasmic Reticulum Stress Response (ERSR) in Human Glioma: qHTS. U87-MG GRP78 promoter luciferase reporter, 16 h. Potency, µM, inactives show top-dose activation, usual class: activators. 420,000 tested, 0.02% active; also: potency is read from the fitted curve at half-maximal effect; series mostly up to about 76 µM; % of control where 0% means no effect; nearly all actives have a fitted effect of over 35% in size
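Stably transfected U87-MG glioma cells carrying a GRP78-based luciferase sensor; 16 h compound incubation. Luminescence end-point read 10 min after Bright-Glo addition at room temperature.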
LDHA inh: qHTS assay for inhibitors of human lactate dehydrogenase. purified LDHA, NADH/diaphorase-resazurin fluorescence; hits give low values. activity change, % (values are at about 110 or 230 µM). 480,000 tested, 0.15% active; in the data active = activity change below about -30%; inconclusive = mostly about -25% to -30%;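 also: plate controls were DMSO wells for no effect and wells without enzyme for full effect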
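Enzyme activity of human lactate dehydrogenase 5 (2 nM; 0.06 mM NADH, 0.2 mM pyruvate, 5 min, RT) is measured via a resazurin/diaphorase fluorescence readout of residual NADH.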
D2 antagonist: HTS Assay for Allosteric Antagonists of the Human D2 Dopamine Receptor: Primary Screen for Antagonists | HEK293 TREx D2 cells, calcium flux, dopamine EC80 | inhibition, % at 10 µM | 340,000 tested, 2% active | AID 485344, 2010; in the data active = inhibition above about 30%; also: 0% is about no effect
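Tetracycline-induced HEK293 TREx cells expressing D2 receptor forced-coupled to calcium signalling, loaded with no-wash calcium dye. Compounds added and calcium flux read 180 s, then dopamine added at EC80 and read a further 180 s.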
RGS4 inhibitor: Inhibitors of Regulator of G Protein Signaling (RGS) 4: qHTS. Transcreener GDP fluorescence polarization, RGS4-accelerated GTP hydrolysis. Potency, µM (titrated, usually from 114 µM), inactives show at the top dose activity change, negative = inhibition, hits mostly inhibitors. 390,000 tested, 0.039% active; also: potency is read from the fitted curve at half-maximal effect; % is scaled to controls: 0 for no effect and ±100 for the full control effect; nearly all actives have a fitted effect of over 75% in size; some results filed as inactive show a strong effect at the top dose
Target sequence (P49798 whole entry, looked up): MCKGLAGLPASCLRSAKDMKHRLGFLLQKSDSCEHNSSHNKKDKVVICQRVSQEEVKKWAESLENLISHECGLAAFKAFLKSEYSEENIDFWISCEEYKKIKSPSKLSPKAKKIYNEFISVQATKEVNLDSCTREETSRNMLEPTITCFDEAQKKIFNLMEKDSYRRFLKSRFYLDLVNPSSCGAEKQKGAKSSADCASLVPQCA
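MLSMR compounds (23 nl, pin-transferred) preincubated 10 min at room temperature with a 500nM (2x) first reagent, then RGS4 at 900nM (2x) plus Transcreener GDP mix added; fluorescence polarization (620/688 nm) read before and after 90 min at 30 °C.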
ALOX12 inh: Primary qHTS assay for inhibitors of human arachidonate 12S-lipoxygenase (ALOX12): Round 2; Polyunsaturated fatty acid lipoxygenase ALOX12 (Homo sapiens), P18054; purified 12hLO, xylenol orange hydroperoxide absorbance; Potency, µM (highest dose often 108 µM), for the others: top-dose activity change, negative = inhibition, hits mostly inhibitors; 580,000 tested, 1.1% active; also: potency is read from the fitted curve at half-maximal effect; % is scaled to controls: 0 for no effect and ±100 for the full control effect
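Purified human 12hLO (150 nM final) in 25 mM Hepes, 0.01% Triton X-100, pH 7.0 was preincubated 15 min at room temperature with compound. Then 40 uM arachidonic acid was added, 30 min. Hydroperoxide was read by Fe-XO absorbance ratio 573/405 nm.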
Numbers without * were called inactive; ? = inconclusive; . = not tested or not shown; & = joins results of further samples; [ ] = dose if it differs, or a comment. Unless noted, calls follow the shape of the dose curve; as a rule, active = well fitted curve in the direction sought with a large enough effect; inconclusive = small, poorly fitted or top-dose-only effect, or another doubt; inactive = no such curve, though single readings can be large; an effect the other way counts as inactive or inconclusive. An excerpt; count on the stated rates, not on these rows.

Fields – Vif-APOBEC3G blk, D2 ag, Vif-APOBEC3F blk, ERG-DNA inh, GRP78 ERSR act, LDHA inh, D2 antagonist, RGS4 inhibitor, ALOX12 inh
(1) COc1ccc(-c2coc3cc(O)ccc3c2=O)cc1OC
→ -4%, 0.0, -6%, -2%, 7%, -1, 5, 4%, -5%
(2) Cc1ccccc1OCCNC(=O)/C=C/c1ccccc1
→ -10%, 0.1, -10%, -6%, 0%, 3, 1, -8%, -9%
(3) O=C(CS(=O)c1ccc(F)cc1)N1CCOCC1 (stereo not drawn)
→ 2%, 1.6, 1%, -2%, -4%, -5, -5, -5%, 10%
(4) COc1cccc(C2=NN(C(=O)c3ccc(C)o3)C(O)(C(F)(F)F)C2)c1 (stereo not drawn)
→ -4%, -0.6, -2%, -13%, -5%, -5, -4, 5%, ?
(5) Cc1cc(C(=O)N/N=C2\CCCC(C)C2)n[nH]1 (stereo not drawn)
→ 0%, 1.1, -14%, ., 7%, 2, -33, -16%, 18%
(6) Cc1ccc(C2c3c(oc4ccccc4c3=O)C(=O)N2c2ccc(C)cn2)cc1 (stereo not drawn)
→ 1%, -0.1, 2%, 2%, -1%, -2, ., -1%, -2%
(7) O=C(O)CSc1ccc2ccccc2n1
→ -2%, 4.8, 3%, -1%, -1%, -4, -6, 14%, 0%
(8) COc1ccccc1C(=O)NCCNC(=O)c1ccco1
→ 0%, -1.1, -9%, 3%, -3%, -5, -4, -45%[56.9 µM], -2%
(9) CCc1cc(C(=O)Nc2cc(S(=O)(=O)N(C)C)ccc2C)sc1C
→ -6%, 1.1, 0%, -1%, -3%, -5, 9, -25%, -10%
(10) Nc1c(S(=O)(=O)c2ccccc2)c2nc3ccccc3nc2n1Cc1ccco1
→ -12%, 4.7, -20%, 12%, 0%, -12, 15, ?, ?
(11) O=C(c1cccc(-c2cccc3nccn23)c1)N1CCOCC1
→ 3%, ., ., ., 0%, -2, ., ., -5%
(12) CCN(CC(=O)Nc1ccc(OC)cc1)CC(=O)N1CC(=O)Nc2ccccc21
→ -1%, -0.7, 0%, -5%, -3%, -1, 25, -12%, 25%
(13) COCc1[nH]nc2c1C(c1ccnc3ccccc13)C(C#N)=C(N)O2 (stereo not drawn)
→ 1%, 1.0, 5%, -6%, -3%, 0, -11, 18%, -3%
(14) CC(=O)NC1C(OCc2ccccc2)OC(COC(C)=O)C(OC(C)=O)C1OC(C)=O (stereo not drawn)
→ 2%, 6.6, 1%, -10%, -5%, 1, 17, -1%, -8%
(15) O=C1N=C(N2CCOCC2)S/C1=C\c1ccc(OS(=O)(=O)c2ccccc2)cc1
→ 0%, -0.3, -3%, -6%, -3%, 0, -12, 2%[11.4 µM], -1%
(16) COc1ccc(C(=O)Nc2ccc(OCC(F)(F)C(F)F)c(C(F)(F)F)c2)cc1OC
→ 6%, -0.7, 4%, 6%, -5%, 1, -1, -27%, 1%
(17) O=C(CCCN=C1NS(=O)(=O)c2ccccc21)OCc1ccccc1
→ 0%, 0.6, 2%, -3%, -3%, -8, -10, -3%, ?
(18) COc1ccc(-c2nc(-c3ccccc3)[nH]c(=O)c2C#N)cc1
→ -2%, 0.0, -11%, 3%, -5%, -7, 2, 23%, 37%[activator]
(19) COCC(C)n1c(COc2ccccc2F)nnc1SCC(=O)Nc1oc(C)c2c(C)n[nH]c(=O)c12 (stereo not drawn)
→ 2%, -0.3, 8%, -21%, -1%, 8, 3, -19%, ?
(20) CC(O)C(NS(=O)(=O)c1ccc2ccccc2c1)C(=O)OCC(=O)Nc1ccccc1OC(F)F (stereo not drawn)
→ 1%, ., 1%, 5%[15.4 µM], -2%, -2, ., -15%, -8%
(21) COc1ccc(CCNC(=O)c2ccc3c(c2)CCN3S(C)(=O)=O)cc1OC
→ 3%, 1.2, 5%, 2%, -1%, 4, ., 8%, -15%
(22) O=C(COc1cccnc1[N+](=O)[O-])NCc1ccco1
→ -3%, ., 3%, 18%, -1%, -9, ., -19%, -1%
(23) Cn1cccc1C(=O)OCC(=O)N1CC(=O)Nc2ccccc21
→ -4%, 2.0, 0%, -14%, -1%, -7, 34*, 22%[11.4 µM], -25%
(24) CCC(=O)NNc1ncnc2c1cnn2C
→ 5%, 0.0, -16%, -3%, -2%, -7, 48*, -3%, 58%[activator]
(25) Cc1ccccc1C(=O)NNC(=O)c1cc(S(=O)(=O)N2CCOCC2)ccc1C
→ 1%, 0.7, -18%, 11%, -5%, -5, 17, 15%, -3%
(26) C[C@@H]1ON(C)[C@H]2C[C@H]3c4[nH]c5ccccc5c4CCN3C(=O)[C@@H]12
→ -8%, ., -1%, ., -2%, 6, ., ., ?
(27) CSc1ccc(C2c3c(oc4cc(C)cc(C)c4c3=O)C(=O)N2CCO)cc1 (stereo not drawn)
→ ., 0.2, ., -1%, ., 0, ., 1%, -45%
(28) COCCNc1nnc(SC(C)C(=O)Nc2ccc(-c3nc4ccc(C)cc4s3)cc2)s1 (stereo not drawn)
→ -8%, 1.0, -7%, 6%, -5%, -5, -5, -1%, 8%
(29) OCc1cc(Br)ccc1OCc1nc2ccccc2s1
→ -13%, -0.4, 5%, -2%, -4%, 1, -12, -24%, .
(30) Cn1c(C(=O)NCCc2ccccc2)cc(=O)n(C)c1=O
→ 0%, ., -5%, -9%, -7%, 0, ., -46%, 3%
(31) CN(C(=O)COC(=O)CNC(=O)c1sc2ccccc2c1Cl)C1CCS(=O)(=O)C1 (stereo not drawn)
→ 1%, ., -9%, 3%, 2%, -4, ., 12%, -14%
(32) COc1cccc(CNC(=O)c2cc3cc(C)ccc3n2C)c1
→ -7%, 0.1, -2%, 2%, -1%, -1, ., 6%, -7%
(33) Cn1c(=O)n(C)c2cc(CNCc3ccc(F)cc3)ccc21
→ 1%, 0.6, -4%, -5%, -2%, -5, ., 2%, -4%
(34) FC(F)(F)c1cccc(N2CCN(c3nnnn3-c3ccccc3)CC2)c1
→ -1%, -0.1, -15%, 4%, -2%, -2, -1, -6%, ?
(35) CC(=O)c1ccc(C(=O)NC2CC(C)(C)Cc3c2cnn3-c2ccccc2)cc1 (stereo not drawn)
→ -4%, 0.3, 2%, 3%, 0%, -1, 21, -42%, -5%
(36) COc1ccc(N(C)S(=O)(=O)c2cccc(C(=O)Nc3cc(OC)ccc3OC)c2)cc1
→ 1%, -0.4, 4%, 3%, -5%, -2, 13, 4%, 7%
(37) CCN1CCN(CCCNC(=O)C2CCN(c3nnc(-n4cccc4)s3)CC2)CC1
→ 2%, 0.0, -1%, ?, 1%, -9, 16, 15%[56.9 µM], 8%
(38) CCc1ccc(N2C(=O)CN(Cc3sccc3C)C2=S)cc1
→ 3%, ., 2%, -9%, 5%, -7, ., 2%, ?
(39) Cc1ccc(CS(=O)(=O)CCC(=O)NCc2ccccn2)cc1
→ -1%, -1.1, 2%, -1%, -4%, 1, -5, 4%, 183%[activator]
(40) CC(C)c1ccc(NC2CCCN(C(=O)c3ccc4nccnc4c3)C2)cc1 (stereo not drawn)
→ -1%, -2.1, -13%, 8%, -2%, 3, -25, 17%, -8%
(41) CC1(C(=O)NCc2ccccc2)CCC(=O)N1C1CC1 (stereo not drawn)
→ -1%, ., ., ., -3%, -6, ., ., -13%
(42) COc1ccc(C)cc1NC(=O)C1CCN(S(=O)(=O)c2cccc3cccnc23)CC1
→ -11%, -2.6, -1%, -3%, -3%, 3, 3, -48%, 12%
(43) O=C(O)c1cccc(-n2nc(-c3ccc(Cl)c([N+](=O)[O-])c3)c3ccccc3c2=O)c1
→ -8%, -0.4, 0%, 0%, 0%, -2, 4, 9%, -3%
(44) Cc1cccnc1Nc1nc(-c2ccc(F)cc2)cs1
→ -6%, 0.5, -4%, 22%, 2%, -7, 2, 28%, -2%
(45) C[C@H](CO)N1C[C@H](C)[C@@H](CN(C)Cc2ccc(C(F)(F)F)cc2)OCc2cnnn2CCCC1=O
→ -1%, ., -9%, ., -2%, -5, ., ., 3%
(46) CCN(CC(=O)NCc1ccc(Cl)cc1)C(=O)CCC(=O)c1ccc(C)cc1
→ -3%, -0.7, 4%, 13%, 3%, 1, -8, -40%, ?
(47) CCC(NC(=O)CCC(=O)N1CCN(S(=O)(=O)c2ccc(C)cc2)CC1)c1ccc(C)cc1 (stereo not drawn)
→ 1%, 0.1, 2%, 1%, -1%, -2, 5, 23%, ?
(48) O=C(CSc1nc2ccc(Cl)cc2[nH]1)NC1CCCC1
→ 4%, -0.4, -7%, -8%, -2%, -23&0, 6, 7%, ?
(49) COc1ccc(OC)c(CN2CCCC(CCC(=O)N(C)CCc3ccccn3)C2)c1 (stereo not drawn)
→ -1%, -0.2, 1%, -11%, -3%, -3, 4, 37%[56.9 µM], -14%
(50) CCOC(=O)N1CCN(Cc2nc(-c3ccc(Cl)cc3)no2)CC1
→ -7%, 0.2, 0%, -1%, -7%, -2, -9, 1%, -22%
(51) CC(=NNC(=O)c1ccncc1)c1ccc(Cl)c(Cl)c1
→ 4%, ., -6%, -15%, 0%, -7, ., 2%, -14%

Bioassay records as filed in PubChem BioAssay.
